From PubChem
GASC1 inh: inhibitors of GASC-1 (KDM4C) histone demethylase, primary screen, biochemical, single concentration HTS | 0.15% of 96,000 active | inhibition, % at 12.5 µM | Lysine-specific demethylase 4C (Homo sapiens), Q9H3R0 | GST-KDM4C 2-372, H3K9me3 peptide, LANCE TR-FRET;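 active = mean replicate inhibition above about 25%, with at least 55% of replicates also reaching it, limit read from the data, passing the limit was not always enough; inconclusive = only one of those two conditions met; inactive = neither condition met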
Target sequence (Q9H3R0 2-372 limits assumed): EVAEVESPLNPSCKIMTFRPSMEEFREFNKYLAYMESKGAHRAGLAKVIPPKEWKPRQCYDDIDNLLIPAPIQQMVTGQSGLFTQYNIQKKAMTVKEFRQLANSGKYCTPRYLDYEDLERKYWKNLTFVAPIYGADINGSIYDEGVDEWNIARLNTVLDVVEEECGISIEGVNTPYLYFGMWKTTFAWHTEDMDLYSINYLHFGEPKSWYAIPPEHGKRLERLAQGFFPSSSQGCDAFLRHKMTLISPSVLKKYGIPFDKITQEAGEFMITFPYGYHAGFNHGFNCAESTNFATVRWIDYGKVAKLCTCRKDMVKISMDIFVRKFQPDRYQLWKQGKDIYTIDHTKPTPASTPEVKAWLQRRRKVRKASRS
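reagent = H3K9me3 peptide substrate, Fe(II), 2-oxoglutarate | system = GST-tagged GASC-1 (JMJD2C) catalytic fragment, aa 2-372 | amount = enzyme final amount 10 nM | read-out = Fall in 671/618 emission ratio as inhibition | medium = HEPES buffer, pH 7.5, plus ascorbate | schedule = 30 min reaction, 60 min detection, RT | measured by = LANCE TR-FRET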
T cruzi growth: T. cruzi intracellular proliferation inhibitors, primary screen, cell-based, beta-gal Tulahuen parasites, NIH3T3 host, luminescence; 5.9% of 77,000 active; T. cruzi beta-gal in NIH3T3, GalScreen luminescence, 90 h; inhibition, % at 8.34 µM;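 active = mean inhibition above about 93%, with at least 55% of replicates each passing it, limit read from the data, passing the limit was not always enough; inconclusive = only one of those two conditions holds; inactive = neither condition holds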
Pf Dd2 growth: P. falciparum Dd2 growth inhibitors, primary screen, SYBR Green fluorescence, single dose replicates. 72 h; hits give low values. 2.3% of 94,000 active. AID 1159554, 2015. activity change, % at 10 µM; in the data active = activity change below about -80%; inconclusive = no clear call, values can overlap the other calls
C diff growth: C. difficile growth inhibitors, primary screen, HTS; growth activity, negative = inhibition, % at 16 µg/mL (by protocol); 0.25% of 86,000 active; Clostridium difficile clinical isolate growth, OD600, 24 h; hits give low values;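 active = mean growth activity at or below -80% and every replicate also at or below -80%; inconclusive = mean at or below -80% but some replicate above -80%; inactive = mean growth activity above -80%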;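 note: 0% = DMSO wells and -100% = levofloxacin 16 µg/mL wells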
Starred values were filed as active, the others as inactive.

Screening C[C@H](CO)N1C[C@H](C)[C@@H](CN(C)S(=O)(=O)c2ccc(Cl)cc2)Oc2ccc(NS(=O)(=O)c3cccs3)cc2C1=O returned GASC1 inh -1.8, T cruzi growth -71.2 and Pf Dd2 growth -11.4.
For CN1CCN(C(=O)C[C@@H]2CC[C@H]3[C@@H](COc4ccc(NC(=O)C5CC5)cc4C(=O)N3C)O2)CC1 the results were GASC1 inh 1.9, T cruzi growth 29.4, Pf Dd2 growth 6.7 and C diff growth 0.9.
For C[C@@H]1CCCCO[C@H](CN(C)S(=O)(=O)c2ccc(Cl)cc2)[C@@H](C)CN([C@H](C)CO)C(=O)c2cc(N(C)C)ccc2O1 the results were GASC1 inh -0.6, T cruzi growth 19.5, Pf Dd2 growth -35.4 and C diff growth -3.4.
C/C=C/c1cnc2c(c1)C(=O)N([C@H](C)CO)C[C@@H](C)[C@H](CN(C)C(=O)Cc1cccnc1)O2 was read as GASC1 inh 0.4, T cruzi growth 18.6, Pf Dd2 growth 8.1 and C diff growth -0.5.
Screening COc1ccc(-c2ccc3c(c2)[C@H]2[C@H](CCN2C(=O)C2CCCC2)[C@H](CO)N3C)cc1 returned GASC1 inh 6.6, Pf Dd2 growth -84.9* and C diff growth -4.8.
`CNC[C@H]1Oc2c(NC(=O)Nc3cccc4ccccc34)cccc2C(=O)N([C@H](C)CO)C[C@@H]1C` gave GASC1 inh -3.0, T cruzi growth 20.3, Pf Dd2 growth -2.9 and C diff growth 1.8.
`CN(C)CC(=O)Nc1ccc2c(c1)[C@H]1C[C@@H](CC(=O)NCc3cccc(F)c3)O[C@@H](CO)[C@H]1O2` gave GASC1 inh 11.4, T cruzi growth -10.8, Pf Dd2 growth -3.1 and C diff growth 1.1.
`CN(C)C(=O)c1cccc(-c2ccccc2[C@@H]2[C@@H](CO)N(C(=O)C3CCCCC3)[C@H]2C#N)c1` gave GASC1 inh 15.4, Pf Dd2 growth -1.6 and C diff growth -4.8.
C[C@@H]1CCCCO[C@H](CN(C)Cc2ccc(Cl)c(Cl)c2)[C@@H](C)CN([C@H](C)CO)C(=O)c2cc(NS(=O)(=O)c3ccc(F)cc3)ccc2O1 was read as GASC1 inh 0.3, T cruzi growth 72.3, Pf Dd2 growth -15.7 and C diff growth 5.4.
Cc1ccc(S(=O)(=O)N(C)C[C@@H]2Oc3ccc(NC(=O)Nc4c(C)noc4C)cc3CC(=O)N([C@H](C)CO)C[C@@H]2C)cc1 was read as GASC1 inh -1.6, T cruzi growth -9.6, Pf Dd2 growth -18.1 and C diff growth 4.7.
Screening COc1ccccc1S(=O)(=O)N(C)C[C@H]1Oc2cc(/C=C/c3ccccc3)ccc2S(=O)(=O)N([C@H](C)CO)C[C@H]1C returned GASC1 inh -1.0, T cruzi growth 122.3*, Pf Dd2 growth -49.6 and C diff growth 1.4.
For C[C@H](CO)N1C[C@H](C)[C@@H](CN(C)C(=O)Nc2ccc(F)cc2)Oc2ccc(NS(C)(=O)=O)cc2CC1=O the results were GASC1 inh -0.7, T cruzi growth 16.3, Pf Dd2 growth 11.5 and C diff growth 1.3.
Screening CCC(=O)N(C)C[C@@H]1Oc2ncc(-c3ccc(C#N)cc3)cc2C(=O)N([C@H](C)CO)C[C@H]1C returned GASC1 inh 2.4, T cruzi growth 75.0, Pf Dd2 growth 12.0 and C diff growth 0.9.
For C/C=C/c1cnc2c(c1)C(=O)N([C@H](C)CO)C[C@@H](C)[C@H](CN(C)C(=O)c1cnccn1)O2 the results were GASC1 inh -1.0, Pf Dd2 growth 32.3 and C diff growth -0.3.
`COc1ccccc1NC(=O)N[C@H]1CC[C@H](CC(=O)N2CCC(Cc3ccccc3)CC2)O[C@H]1CO` gave GASC1 inh -0.3, Pf Dd2 growth -13.0 and C diff growth -5.6.

Structures listed so far containing fluorine, in the order listed:
`CN(C)CC(=O)Nc1ccc2c(c1)[C@H]1C[C@@H](CC(=O)NCc3cccc(F)c3)O[C@@H](CO)[C@H]1O2` gave GASC1 inh 11.4, T cruzi growth -10.8, Pf Dd2 growth -3.1 and C diff growth 1.1.
C[C@@H]1CCCCO[C@H](CN(C)Cc2ccc(Cl)c(Cl)c2)[C@@H](C)CN([C@H](C)CO)C(=O)c2cc(NS(=O)(=O)c3ccc(F)cc3)ccc2O1 was read as GASC1 inh 0.3, T cruzi growth 72.3, Pf Dd2 growth -15.7 and C diff growth 5.4.
For C[C@H](CO)N1C[C@H](C)[C@@H](CN(C)C(=O)Nc2ccc(F)cc2)Oc2ccc(NS(C)(=O)=O)cc2CC1=O the results were GASC1 inh -0.7, T cruzi growth 16.3, Pf Dd2 growth 11.5 and C diff growth 1.3.

More results.
For O=C(C1CCCCC1)N1C[C@@H]2O[C@H](CNS(=O)(=O)c3ccccc3F)CC[C@@H]21 the results were Pf Dd2 growth 23.7 and C diff growth -2.2.
`COc1ccc2c3c(n(C)c2c1)[C@@H](CO)N(S(C)(=O)=O)CC31CCN(C(=O)C2CC2)CC1` gave GASC1 inh -1.1, Pf Dd2 growth -28.4 and C diff growth -0.5.
`CN1C(=O)c2cc(NC(=O)c3cccs3)ccc2OC[C@H]2O[C@@H](CC(=O)O)CC[C@@H]21` gave GASC1 inh -0.7, T cruzi growth -19.6, Pf Dd2 growth 1.5 and C diff growth -4.2.
Screening CO[C@H]1CN(C)C(=O)c2ccc(NC(=O)c3nc4ccccc4s3)cc2OC[C@H](C)N(Cc2ccncc2)C[C@H]1C returned GASC1 inh inconclusive and Pf Dd2 growth -59.7.
`C[C@@H]1CN([C@H](C)CO)C(=O)c2cc(/C=C/c3ccccc3)cnc2O[C@@H]1CN(C)C(=O)C1CC1` gave GASC1 inh -2.0, Pf Dd2 growth -86.0* and C diff growth 3.2.
C[C@@H]1CN([C@H](C)CO)C(=O)c2cc(NC(=O)Cc3ccccc3)ccc2O[C@H]1CN(C)Cc1ccccc1 was read as GASC1 inh 0.6, T cruzi growth 10.2, Pf Dd2 growth -0.1 and C diff growth -3.2.
O=C(C1CCCCC1)N1C[C@@H]2[C@H](c3ccccc31)[C@H](CO)N2C(=O)c1ccccc1F was read as GASC1 inh -1.4, T cruzi growth 33.5, Pf Dd2 growth 0.2 and C diff growth -0.8.
For C[C@@H]1CN([C@@H](C)CO)C(=O)Cc2cc(NC(=O)Nc3ccc(C(F)(F)F)cc3)ccc2O[C@H]1CN(C)Cc1ccc(Oc2ccccc2)cc1 the results were GASC1 inh -0.5, T cruzi growth 53.7, Pf Dd2 growth inconclusive and C diff growth 17.7.
Screening C[C@H](O)C#Cc1ccc([C@@H]2[C@@H](CO)N3CCCCN(C(=O)Nc4ccccc4)C[C@@H]23)cc1 returned GASC1 inh 0.1, T cruzi growth 55.1, Pf Dd2 growth -22.5 and C diff growth 3.4.
Screening CCC(=O)N1CC2(CCN(C(=O)Nc3c(C)noc3C)CC2)c2c([nH]c3cc(OC)ccc23)[C@@H]1CO returned GASC1 inh -1.1, Pf Dd2 growth 2.4 and C diff growth 3.7.
For CCNC(=O)Nc1ccc2c(c1)C(=O)N(C)[C@H]1CC[C@H](CC(=O)Nc3ccccc3)O[C@@H]1CO2 the results were GASC1 inh 0.4, T cruzi growth 13.5, Pf Dd2 growth -3.5 and C diff growth -2.9.
`COc1ccc2c3c([nH]c2c1)[C@@H](CO)N(Cc1nccs1)CC31CN(C(=O)C2CCC2)C1` gave GASC1 inh 5.2, Pf Dd2 growth 11.4 and C diff growth -0.2.
Screening C[C@@H]1CN([C@H](C)CO)C(=O)Cc2cc(NC(=O)c3ccncc3)ccc2O[C@H]1CN(C)Cc1ccc(Cl)c(Cl)c1 returned GASC1 inh -6.6, T cruzi growth 31.3, Pf Dd2 growth -6.2 and C diff growth -4.0.
Screening CC(C)NC(=O)N(C)C[C@@H]1Oc2ccc(NS(=O)(=O)c3cccs3)cc2CC(=O)N([C@@H](C)CO)C[C@H]1C returned GASC1 inh -0.3, T cruzi growth 19.4, Pf Dd2 growth -0.2 and C diff growth 17.1.
`CCCC#Cc1ccc2c(c1)O[C@@H](CN(C)CC1CC1)[C@@H](C)CN([C@@H](C)CO)S2(=O)=O` gave GASC1 inh 0.0, T cruzi growth 31.0 and Pf Dd2 growth -61.7.
Cc1ccc(S(=O)(=O)Nc2ccc3c(c2)CC(=O)N([C@H](C)CO)C[C@@H](C)[C@H](CN(C)C(=O)Nc2ccc4c(c2)OCO4)O3)cc1 was read as GASC1 inh 0.5, T cruzi growth 15.4, Pf Dd2 growth 19.1 and C diff growth 1.9.
`O=C(C[C@H]1CC[C@@H]2[C@H](COC[C@@H](O)CN2C(=O)c2ccccn2)O1)N1CCN(c2ccccc2)CC1` gave GASC1 inh 1.3, T cruzi growth 40.4 and Pf Dd2 growth 4.5.
C[C@@H]1CCCCO[C@@H](CN(C)C(=O)Nc2ccc3c(c2)OCO3)[C@@H](C)CN([C@H](C)CO)C(=O)c2cc(NS(=O)(=O)c3ccc(Cl)cc3)ccc2O1 was read as GASC1 inh -0.6, T cruzi growth 14.3, Pf Dd2 growth 4.2 and C diff growth 1.3.
`CN(C)CCCNC(=O)C[C@H]1CC[C@H]2[C@@H](COC[C@@H](O)CN2CC2CC2)O1` gave GASC1 inh -0.5, T cruzi growth 28.8, Pf Dd2 growth 0.9 and C diff growth -2.9.
CN(C)CCCNC(=O)C[C@@H]1CC[C@H]2[C@@H](COc3ccc(NC(=O)NC4CCCC4)cc3C(=O)N2C)O1 was read as GASC1 inh 5.8, T cruzi growth 9.7, Pf Dd2 growth 7.6 and C diff growth -4.0.
`O=C1CN(S(=O)(=O)c2ccccc2)C[C@@H]2[C@H](c3ccc(Br)cc3)[C@H](CO)N12` gave GASC1 inh 0.7, Pf Dd2 growth -13.5 and C diff growth 50.4.
Cc1ccccc1S(=O)(=O)N1CCCCN2[C@H](CO)[C@@H](c3ccc(-c4cncnc4)cc3)[C@H]2C1 was read as GASC1 inh -1.1, T cruzi growth 72.6, Pf Dd2 growth -23.7 and C diff growth 2.0.
Screening C[C@H](NC(=O)C[C@H]1CC[C@H](NC(=O)Nc2ccc3c(c2)OCO3)[C@@H](CO)O1)c1ccccc1 returned GASC1 inh 1.2, T cruzi growth 27.1 and Pf Dd2 growth -2.5.
`CCCNC(=O)N1CC(=O)N2[C@H](CO)[C@H](c3ccc(C#CCC4CCCC4)cc3)[C@@H]2C1` gave GASC1 inh -0.5, Pf Dd2 growth -23.6 and C diff growth 5.4.
`Cc1noc(C)c1NC(=O)NCC[C@@H]1CC[C@H](NC(=O)c2ccc(F)cc2)[C@H](CO)O1` gave GASC1 inh 0.4, T cruzi growth -26.2 and Pf Dd2 growth 18.2.
`C[C@@H]1CN([C@@H](C)CO)C(=O)c2cccc(NC(=O)CCCCCC(=O)Nc3ccccc3N)c2O[C@H]1CN(C)Cc1ccc(Cl)c(Cl)c1` gave GASC1 inh -0.3, Pf Dd2 growth -86.9* and C diff growth -2.0.
C[C@@H]1CN([C@@H](C)CO)C(=O)c2c(c3ccccc3n2C)-c2ccccc2CO[C@@H]1CN(C)Cc1ccc(C(F)(F)F)cc1 was read as GASC1 inh 0.5, Pf Dd2 growth -67.4 and C diff growth 9.9.
For O=C(C[C@H]1CC[C@@H]2[C@H](COC[C@@H](O)CN2CC2CCCCC2)O1)NCc1ccc(Cl)cc1 the results were GASC1 inh -0.3, T cruzi growth 1.3 and Pf Dd2 growth -32.3.
Screening CC(C)C#Cc1ccc([C@H]2[C@H]3CN(C(=O)Nc4ccccc4)CCCCN3[C@H]2CO)cc1 returned GASC1 inh -1.0, T cruzi growth 48.8, Pf Dd2 growth -32.5 and C diff growth 5.6.
For COCC(=O)N(C)C[C@H]1Oc2cc(C#CCN(C)C)ccc2S(=O)(=O)N([C@@H](C)CO)C[C@@H]1C the results were GASC1 inh 1.6, T cruzi growth 61.0, Pf Dd2 growth -3.2 and C diff growth -3.6.
C[C@H](CO)N1C[C@H](C)[C@@H](CN(C)S(=O)(=O)c2ccc(F)cc2)Oc2ccc(NS(C)(=O)=O)cc2C1=O was read as T cruzi growth 64.4, Pf Dd2 growth -21.1 and C diff growth -5.9.
Screening Cc1noc(C)c1NC(=O)N(C)C[C@H]1OCCCC[C@H](C)Oc2ccc(NS(=O)(=O)c3cccs3)cc2C(=O)N([C@@H](C)CO)C[C@H]1C returned GASC1 inh 1.3, T cruzi growth 24.0, Pf Dd2 growth 2.2 and C diff growth 6.6.
O=C(N[C@H]1CC[C@H](CCNC(=O)c2ccccc2F)O[C@@H]1CO)c1cnccn1 was read as GASC1 inh -0.6, T cruzi growth -7.0 and Pf Dd2 growth 0.8.
C[C@@H]1CN([C@H](C)CO)C(=O)c2cc(NC(=O)Nc3cccc4ccccc34)ccc2O[C@H]1CN(C)Cc1ccccc1 was read as GASC1 inh -2.2, T cruzi growth 53.7, Pf Dd2 growth -20.5 and C diff growth 0.8.
C[C@@H]1CN([C@H](C)CO)C(=O)c2cc(NC(=O)Nc3ccc(C(F)(F)F)cc3)ccc2O[C@H]1CN(C)Cc1ccccc1 was read as GASC1 inh 2.8, T cruzi growth 13.2, Pf Dd2 growth 8.0 and C diff growth -3.1.
